# Screening results from PubChem BioAssay.
# F508del corr – correctors of CFTR F508del function in bronchial epithelial cells; CFBE cells, YFP halide quenching; stimulated with forskolin plus potentiator P3; % fluorescence drop versus neutral controls; activity (quench increase), % at 7.58 µM; 0.36% of 350,000 active; AID 720511;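 active = mean added fluorescence quench of at least 8% versus neutral control, with both replicates also reaching 8%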;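 also: cells transiently co-express mutant CFTR-F508del with the halide-sensitive YFP; corrector assay measuring rescue of mutant channel to the surface after 24 h compound exposure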
# XiGFP reactiv – reactivates the inactive X chromosome in mouse fibroblasts; activation, % at 7.58 µM; XiGFP mouse fibroblasts, % GFP-positive cells imaging, 3 d; cells co-treated with 5-aza-dC sensitizer; scaled so ellipticine positive control = 100%; 0.055% of 360,000 active;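 active = mean normalized replicate activation at least 10% and every replicate at or above 10%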;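 also: 0% = median of on-plate neutral control wells and 100% = ellipticine 6 µM median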
#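 System: 68-5-11 XiGFP fibroblast line; Timing: 3 days compound exposure; Compound dosing: one concentration, pinned; Benchmarks: positive control ellipticine, 6 µM final; Buffer or medium: DMEM containing 5-aza-dC.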
# DENV2 CPE rescue – inhibitors of DENV2 cytopathic effect; AID 651640; 1.7% of 350,000 active; DENV2-infected cells, cytopathic effect rescue, plate reader; CPE inhibition, % at 9.99 µM; in the data active = CPE inhibition above about 20%, passing the limit was not always enough; tested in BHK-21 cells;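 also: 0% = median of neutral control wells and 100% = median of positive control wells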
# INS-1E GSIS act – GLuc luminescence reporter in INS-1E cells, primary screen for activators of glucose-dependent secretion of insulin | INS-1E GLuc reporter insulin secretion, 2-3 h | activation, % at 16.6 µM | 0.61% of 370,000 active | AID 743287;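 active = lowest replicate activation of at least 40%, so every replicate reaches that level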;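 also: 0% = median of neutral control wells and 100% = median of IBMX positive control wells; some compounds called inactive have numbers as strong as hits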
# ERp5 block – inhibitors of human ERp5. ERp5 insulin aggregation, absorbance 650 nm, 90 min. Q15084. inhibition, % at 9.99 µM. 0.05% of 350,000 active;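 active = mean replicate inhibition above about 25%, with every replicate also reaching it, limit read from the data, passing the limit was not always enough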
# Target sequence (Q15084 whole entry, looked up): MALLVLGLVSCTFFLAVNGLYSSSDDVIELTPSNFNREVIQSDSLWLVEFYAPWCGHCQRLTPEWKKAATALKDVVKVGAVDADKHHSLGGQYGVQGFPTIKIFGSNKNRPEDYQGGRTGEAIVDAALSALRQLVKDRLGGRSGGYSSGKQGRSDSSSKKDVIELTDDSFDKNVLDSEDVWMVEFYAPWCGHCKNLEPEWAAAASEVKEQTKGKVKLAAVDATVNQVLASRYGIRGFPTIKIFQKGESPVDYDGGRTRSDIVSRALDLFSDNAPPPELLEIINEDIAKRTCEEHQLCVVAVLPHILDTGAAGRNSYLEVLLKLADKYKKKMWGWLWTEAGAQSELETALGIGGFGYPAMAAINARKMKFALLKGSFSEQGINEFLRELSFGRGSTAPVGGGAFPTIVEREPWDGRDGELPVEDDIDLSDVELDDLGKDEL
# EWS-Fli inh – blocks EWS/Fli oncoprotein-driven transcription. A673 NR0B1-luciferase reporter, viability-normalised. inhibition, % at 12.6 µM. 0.67% of 350,000 active. AID 651661;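 active = mean inhibition of at least 50% after viability correction, with every replicate also passing that limit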;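 also: firefly luciferase signal divided by Alamar Blue viability fluorescence both relative to DMSO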
# ARNT TACC3 PPI – disrupts binding between human ARNT and TACC3. Q9Y6A5. inhibition, % at 9.99 µM. 0.66% of 390,000 active. AlphaScreen His-ARNT PAS-B/GST-TACC3 binding, luminescence; TACC3 fragment carries E629A point mutation;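 active = mean inhibition of replicates at least 50% and at least half of replicates each reaching 50%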;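 also: 0% = complete ARNT plus TACC3 wells and 100% = ARNT alone without TACC3; many hits fall short of the cut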
# PAX8 inh HTS – lowers PAX8-driven luciferase in RMG-I cells; inhibition, % at 12.6 µM; RMG-I TPO-luciferase reporter, SteadyGlo, 24 h; 1.2% of 360,000 active;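 active = mean replicate inhibition at least 60% with every replicate also reaching 60%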;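 also: luciferase light reporting Pax8 driven TPO promoter activity; plate controls were median of neutral control wells for no effect and mitoxantrone controls for full effect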
# The depositor's hits bear a star; · = not tested or not shown; & = joins results of further samples; ! = not active in a repeat.
SMILES,F508del corr,XiGFP reactiv,DENV2 CPE rescue,INS-1E GSIS act,ERp5 block,EWS-Fli inh,ARNT TACC3 PPI,PAX8 inh HTS
C[C@H](CO)N1C[C@H](C)[C@@H](CN(C)S(=O)(=O)c2cccs2)Oc2c(NC(=O)Nc3ccc4c(c3)OCO4)cccc2C1=O,0.5&0.4,0.3&-0.1,-8&2,-12&-15,-1&-4,-29&-2,-2&-30,-14
COc1ccc(CCN2CC(C(=O)NCCc3ccc(C(F)(F)F)cc3)CCC2=O)cc1 (stereo not drawn),2.6,0.0,-2,-10,-13,4,-4,-6
CCOc1ccc(N2CC(C(=O)N3CCc4ccccc43)CC2=O)cc1 (stereo not drawn),-1.0,0.0,2,-1,-4,-1,2,20
C[C@@H]1CN([C@@H](C)CO)C(=O)c2cc(NS(=O)(=O)c3ccc(F)cc3)ccc2O[C@@H]1CN(C)Cc1ccc(C(=O)O)cc1,2.3,0.0,3,8,-10,-6,-8,·
O=C(C[C@@H]1CC[C@@H](NC(=O)C2CCOCC2)[C@H](CO)O1)NCC1CC1,-1.9,-0.1,2,-1,2,·,·,-3
CO[C@@H]1CN(C)C(=O)c2ccc(NC(=O)CC(F)(F)F)cc2OC[C@@H](C)N(C(=O)C2CC2)C[C@@H]1C,1.1,0.4,15,-1,5,4,·,-13
CC(C)C[C@H](NC(=O)Nc1ccc(Oc2ccccc2)cc1)C(=O)O,·,0.6,·,-5,·,·,-18,11
CCOC(=O)C1(C)CCN1C(=O)COc1ccccc1 (stereo not drawn),1.3,0.2,-8,-2,0,2,·,-3
CC(=O)c1ccc(S(=O)(=O)Nc2cccc(-c3ccc4nncn4n3)c2)cc1,·,0.0,·,8,·,·,3,9
CCn1c(/N=C/c2ccc(OC)cc2O)nc2ccccc21,0.0,0.0,0,-5,-1,9,-6,15
CCCNC(=O)Nc1ccc2c(c1)C(=O)N(C)C[C@@H](OC)[C@H](C)CN(C(=O)c1ccccc1F)[C@@H](C)CO2,-2.4,0.2,-1,1,-4,-1,-3,·
Cc1ccnc(NC(=O)CCC(=O)N(CC(=O)NCc2ccccc2)Cc2cccs2)c1,·,0.0,4,-3,4,-13,1,20
COc1ccc(NC(=O)C2=C(C)C(=O)OC23CCC(C)CC3)c(OC)c1 (stereo not drawn),-0.7,0.2,19,-17,0,1,6,-3
CCC(=O)Nc1ccc2c(c1)C(=O)N(C)[C@H]1CC[C@@H](CC(=O)NCCc3ccccc3)O[C@@H]1CO2,-0.2,0.1,-9,8,7,8,-4,7
CC(=O)Nc1ccc(NC(=O)CSc2n[nH]c(-c3cccs3)n2)cc1,-1.0,-0.3,-5,9,-2,-7,-6,13
COC(=O)c1c(NC(=O)/C=C/C(=O)O)sc(C)c1-c1ccc(C(C)C)cc1,-0.1,0.0,2,10,0,-17,-8,-6
C[C@@H]1CCCCO[C@@H](CN(C)S(=O)(=O)c2ccc(Cl)cc2)[C@@H](C)CN([C@@H](C)CO)C(=O)c2cc(NS(=O)(=O)c3ccc(Cl)cc3)ccc2O1,4.9,0.0,-5,-12,·,-4,-13,36
CCN(CC)C(=O)CSc1nc2c(c(-c3cccnc3)c1C#N)CCCC2,-0.1,0.5,-1,-2,-9,5,-1,11
CC(C)NC(=O)N(C)C[C@H]1Oc2ccc(NS(=O)(=O)c3ccccc3)cc2C(=O)N([C@H](C)CO)C[C@@H]1C,-4.4,0.0,-4,-3,-5,0,1,7
COc1ccc(N(CC(=O)NCc2ccccc2OC)S(=O)(=O)c2ccccc2)cc1,-3.4,0.4,2,-39,4,4,17,7
COc1cccc(CN2CCNC(=O)C2CC(=O)NCCc2cccc(C)n2)c1OC (stereo not drawn),0.8,0.1,-3,0,6,-5,·,5
CCCC[C@@H]1CN=C(N)N1CCc1cccc(F)c1,-1.3,0.0,·,1,·,-9,0,-37
CC(C)(C)c1ccc(S(=O)(=O)NC(=O)C2(C)CCN2C(=O)Cc2cc(F)ccc2F)cc1 (stereo not drawn),-1.7,0.1,4,2,1,3,·,1
Cc1ccccc1Nc1nnc(SCC(=O)NCc2cccs2)s1,·,0.1,·,5,·,·,6,9
CC(C)n1cnc2cc(NC(=O)c3ccco3)ccc21,-1.3,0.4,-3,11,0,-48,-4,-147
CN(C)S(=O)(=O)c1cccc(C(=O)OCC(=O)N2CCCC2=O)c1,1.3,0.4,-9,5,-3,0,·,0
CN(CCC#N)C(=O)Cn1nc(Cc2ccncc2)c2ccccc2c1=O,-0.5,0.0,-15,-1,-5,-1,-7,-2
O=C(NCCCCNC(=O)c1c(Cl)cccc1Cl)c1c(Cl)cccc1Cl,0.6,-0.1,6,5,4,-3,·,10
Cn1cccc1/C=N/NC(=O)c1ccn[nH]1,·,0.8,·,16,·,·,1,-10
Cc1noc(C)c1NC(=O)N(C)C[C@H]1OCCCC[C@@H](C)Oc2ccc(NC(=O)Nc3ccc(C(F)(F)F)cc3)cc2C(=O)N([C@@H](C)CO)C[C@H]1C,4.6,0.0,3,2,0,-6,5,14
O=C(O)CCC(=O)N1CCN(S(=O)(=O)c2ccc3ccccc3c2)CC1,-0.6,0.3,-4,13,1,5,·,-229
CC12CCC(=O)N1C(C(=O)Nc1ccccc1N1CCCCC1)CS2 (stereo not drawn),0.6,0.2,-7,-4,2,-2,·,-5
O=C(NC1CC1)C1CCN(C2CCN(Cc3ccccc3C(F)(F)F)CC2)CC1,-4.5,0.0,0,8,2,12,0,10
C[C@@H]1CN([C@@H](C)CO)C(=O)c2cccc(NC(=O)Nc3ccc(F)cc3)c2O[C@@H]1CN(C)Cc1ccc(Oc2ccccc2)cc1,1.7&3.9,0.0&0.1,55*!,-4&-9,1&-2,13&-22,-6&-4,55
COc1ccc(S(=O)(=O)N2CCCCC2)cc1NC(=O)CCOc1cc(C)ccc1C,-0.8,0.0,-1,7,-6,12,·,8
CCOc1ccc(OCc2ccc(C(=O)Nc3ccc(Cl)cn3)o2)cc1,2.6,·,-1,-13,4,-32,2,·
C1=NN(c2ccccc2)C=NN1c1ccccc1,3.0,0.2,-2,-4,-2,-103,0,-48
Cc1cc(C(=O)COC(=O)c2nc3nccc(C)n3n2)c(C)n1CC1CCCO1 (stereo not drawn),3.5,0.2,4,-5,-7,3,1,24
O=C(CC1C(=O)NCCN1Cc1ccc(Cl)c(F)c1)NCCc1cccnc1 (stereo not drawn),1.4,-0.3,-5,-20,2,0,0,0
O=C(NNC(=O)C(c1ccccc1)c1ccccc1)c1ccccc1O,0.6,0.2,4,-25,0,6,·,24
C[C@@H]1CN([C@@H](C)CO)C(=O)c2cc(NS(=O)(=O)c3ccccc3)ccc2O[C@@H](C)CCCCO[C@H]1CN(C)C(=O)c1ccncc1,-2.2,0.1,1,4,-6,-3,-2,3
O=C(CSc1nnc(-c2ccccc2O)n1-c1ccccc1)Nc1cccc(C(=O)O)c1,-2.0,0.0,10,-22,-1,-1,7,8
Cc1ccc(NC(=O)c2cnccn2)cc1S(=O)(=O)N(C)C,-0.6,0.4,-5,20,2,-6,-4,-15
COc1ccc(OC)c(-c2cc(C(F)(F)F)c3c(n2)sc2c(O)cc(=O)[nH]c23)c1,·,0.0,4,5,-4,89*,-8,-3
O=C1CCCc2cc3c(ccc4ccccc43)cc21,1.4,0.1,1,·,6,-92,-3,-169
C[C@@H]1CN([C@@H](C)CO)C(=O)c2cc(NC(=O)C3CCCCC3)ccc2O[C@@H]1CN(C)Cc1ccc(-c2ccccc2)cc1,1.4,-1.1,1,-18,-1,14,0,·
Cc1c(Cl)ccc2c(C(=O)NCCN3CCCCC3)cc(-c3ccccn3)nc12,-0.1,0.3,2,9,7,13,-1,11
O=C(COc1ccc(/C=N/NC(=O)c2ccccc2O)cc1)Nc1ccc([N+](=O)[O-])cc1,-1.8,-0.1,-12,11,0,5,-6,23
C[C@H](CO)N1C[C@H](C)[C@H](CN(C)Cc2ccccc2)Oc2c(NS(=O)(=O)c3ccc(Cl)cc3)cccc2C1=O,-0.1,0.0,8,-14,-8,8,-3,5
Cc1onc(-c2ccccc2Cl)c1C(=O)OCc1nnc(-c2ccccc2)o1,-2.2,0.0,12,-24,1,-12,18,-8
O=C(O)c1cccc(NS(=O)(=O)c2cccc3nsnc23)c1,0.8,·,0,23,-2,4,·,·
C/C(=N\Nc1cccc(Cl)c1)c1ccncc1,-0.2,0.0,10,0,0,-60,0,-35
C[C@H]1CN([C@@H](C)CO)C(=O)c2c(c3ccccc3n2C)-c2ccccc2CO[C@H]1CN(C)S(=O)(=O)Cc1ccccc1,0.9,-0.1,2,28,0,-3,4,16
COC(C(=O)Nc1cc([N+](=O)[O-])ccc1C)c1ccccc1 (stereo not drawn),-1.7,0.0,6,23,6,-1,0,-6
N#C[C@@H]1[C@@H](c2ccc(C#CC3CCCC3)cc2)[C@@H](CO)N1C(=O)c1cccc(F)c1,4.7,-0.1,6,-10,-1,2,·,·
CC(C)NC(=O)N[C@@H]1CC[C@H](CCn2cc(-c3ccc(F)cc3)nn2)O[C@H]1CO,2.1,-0.1,2,9,0,-1,4,3
CC(C)CCNC(=O)c1ccc2c(c1)ncn2C1CCCC1,0.9,0.0,1,-6,-2,7,1,-61
C/C(=N\NC(N)=O)c1cccc(Cl)c1,-4.5,0.1,38*,-6,-1,-5,-12,6
NNC(=O)c1ccc(Cn2cc(Cl)cn2)o1,2.4,0.1,-5,·,·,0,-2,-2
COCCN(C(=O)CSc1n[nH]c(-c2ccc(OC)cc2)n1)c1c(N)n(Cc2ccccc2)c(=O)[nH]c1=O,1.2,0.4,3,19,-1,2,-2,7

# Full records, quoted from the list.
# C/C(=N\NC(N)=O)c1cccc(Cl)c1 in the list: F508del corr: -4.5; XiGFP reactiv: 0.1; DENV2 CPE rescue: 38*; INS-1E GSIS act: -6; ERp5 block: -1; EWS-Fli inh: -5; ARNT TACC3 PPI: -12; PAX8 inh HTS: 6
# O=C(COc1ccc(/C=N/NC(=O)c2ccccc2O)cc1)Nc1ccc([N+](=O)[O-])cc1 in the list: F508del corr: -1.8; XiGFP reactiv: -0.1; DENV2 CPE rescue: -12; INS-1E GSIS act: 11; ERp5 block: 0; EWS-Fli inh: 5; ARNT TACC3 PPI: -6; PAX8 inh HTS: 23

# (list continues)
SMILES,F508del corr,XiGFP reactiv,DENV2 CPE rescue,INS-1E GSIS act,ERp5 block,EWS-Fli inh,ARNT TACC3 PPI,PAX8 inh HTS
Cc1nc(N)sc1C(=O)OCC(C)C,2.7,-0.1,-7,25,-2,-10,-8,-28
COc1ccc(S(=O)(=O)Nc2ccc3c(c2)C(=O)N([C@@H](C)CO)C[C@H](C)[C@H](CN(C)C(=O)Nc2ccccc2)OCCCC[C@@H](C)O3)cc1,1.6,0.4,-2,-37,·,5,5,-7
CN(Cc1ccccc1)C(=O)c1[nH]cnc1C(=O)NCc1ccccc1,1.9,0.0,0,6,-5,10,2,7
O=C(COC(=O)CNC(=O)c1ccccc1F)NCC(F)(F)F,-2.9,0.2,-7,-7,5,16,-8,16
CCOC(=O)/C(C#N)=C/c1c(N2CCN(c3cccc(Cl)c3)CC2)nc2c(C)cccn2c1=O,-0.2,-0.1,-3,20,2,7,3,6
CCn1nc(C)c(Br)c1Nc1ccc(Br)cc1,-0.2,0.2,·,-2,4,9,-2,-20
COc1ccc(NC(=O)N(C)C[C@@H]2OCCCC[C@@H](C)Oc3ccc(NC(=O)NC4CCCCC4)cc3C(=O)N([C@H](C)CO)C[C@H]2C)cc1,0.2,0.0,14,-16,1,-2,-3,10
O=C(NOCc1ccccc1)c1ccc(Cl)cc1,-0.7,0.5,4,·,-4,-76,·,-72
